697 NFkB inh = inhibitors of the PMA/ionomycin-induced NF-kB reporter in 697 B cells; 697 B-cell NF-kB luciferase reporter, 16 h; 330,000 tested, 0.33% active; inhibition, % at 4 µM; in the data active = inhibition above about 35%
SENP7 block = inhibitors of human SENP7 protease; Q9BQF6; recombinant SENP7, Z-RLRGG-aminoluciferin luminescence, 40 min; inhibition, % at 5 µM; 330,000 tested, 1.5% active;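 active = inhibition above about 50% at the single test dose, limit read from the data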;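 note: plate controls were DMSO with enzyme for no effect and no enzyme buffer wells for full effect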
Target sequence (Q9BQF6 706-1050 limits assumed): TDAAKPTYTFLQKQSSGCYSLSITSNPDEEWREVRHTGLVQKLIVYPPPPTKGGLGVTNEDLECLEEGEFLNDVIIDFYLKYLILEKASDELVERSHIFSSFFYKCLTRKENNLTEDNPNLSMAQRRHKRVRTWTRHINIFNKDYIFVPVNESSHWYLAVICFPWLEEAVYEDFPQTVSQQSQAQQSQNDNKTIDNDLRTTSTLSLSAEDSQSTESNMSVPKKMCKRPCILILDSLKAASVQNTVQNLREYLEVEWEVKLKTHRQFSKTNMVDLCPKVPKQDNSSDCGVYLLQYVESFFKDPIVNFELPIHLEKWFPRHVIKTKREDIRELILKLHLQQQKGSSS
Gli-Sufu block = Gli-Sufu pathway antagonism. 340,000 tested, 0.74% active. AID 588413. Sufu-KO-LIGHT fibroblasts, Gli luciferase reporter luminescence. inhibition, % at 5 µM;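 active = inhibition above about 55%, limit read from the data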;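 note: 0% = DMSO-treated cells and 100% = wells with medium but no cells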
HKDC1 inh = blocks human hexokinase HKDC1 activity. 340,000 tested, 0.16% active. AID 493160. recombinant HKDC1, G6PDH/diaphorase resazurin coupled fluorescence. inhibition, % at 20 µM;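 active = inhibition above about 35% when tested at 20 µM, limit read from the data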;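 note: plate controls were DMSO wells with enzyme for no effect and DMSO wells lacking enzyme for full effect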
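test system = in-house recombinant HK5 (HKDC1) enzyme | amount = HKDC1 at 5 µg/mL | control set = DMSO-enzyme wells negative, buffer-substituted wells positive | compound = one dose of 20 µM, 1% DMSO | schedule = reaction time 90 min, room temperature, protected from light | technique = resorufin fluorescence at 613 nm | reagent = glucose with 1 mM ATP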
Jurkat NFkB inh = lowers PMA/ionomycin-induced NF-kB signal in Jurkat cells; PMA/ionomycin-induced NF-kB luciferase reporter, luminescence; inhibition, % at 4 µM; 330,000 tested, 0.53% active
SENP8 inh = blocks the human protease SENP8 | purified SENP8, Z-RLRGG-aminoluciferin cleavage, luminescence | inhibition, % at 10 µM | 330,000 tested, 1.2% active
Target sequence (Q96LD8 whole entry, looked up): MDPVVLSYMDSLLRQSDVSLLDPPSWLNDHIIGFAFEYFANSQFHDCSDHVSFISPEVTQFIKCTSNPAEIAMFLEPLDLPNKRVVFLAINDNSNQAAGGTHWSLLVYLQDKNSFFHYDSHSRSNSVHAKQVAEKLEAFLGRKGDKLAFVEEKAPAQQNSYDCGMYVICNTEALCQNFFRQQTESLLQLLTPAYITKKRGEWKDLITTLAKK
Apaf-1 inh = human Apaf-1 inhibition; reconstituted apoptosome caspase-3 activity, DEVD-Rh110 fluorescence; inhibition, % at 20 µM; 330,000 tested, 0.71% active; active = inhibition of at least 40% at 20 µM;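 note: plate controls were DMSO wells for no effect and DEVD-CHO caspase inhibitor wells for full effect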
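Material: reconstituted apoptosome with Apaf-1, cytochrome c, caspase-9, procaspase-3, dATP; medium: pH 7.5 Hepes buffer with CHAPS, BSA, DTT; also added: cytochrome c and DEVD-Rh110 substrate; timing: 30 min plus 50 min, RT; signal: Rh110 fluorescence intensity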
UBC13 polyUb = inhibitors of human UBC13 polyubiquitin chain formation | P61088 | TR-FRET | inhibition, % at 20 µM | 330,000 tested, 0.47% active | AID 485273; in the data active = inhibition above about 45%, passing the limit was not always enough
Target sequence (P61088 whole entry, looked up): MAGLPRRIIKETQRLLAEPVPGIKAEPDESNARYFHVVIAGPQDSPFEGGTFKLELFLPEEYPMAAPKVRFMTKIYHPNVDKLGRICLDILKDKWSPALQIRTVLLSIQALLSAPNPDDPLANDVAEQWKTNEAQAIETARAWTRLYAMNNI
* hit, by the source's call; i = inactive; . = no result given. Cut-off read from the data, not from the text of the source, unless noted: active = inhibition above about 50%; inactive = the rest.

SMILES	697 NFkB inh	SENP7 block	Gli-Sufu block	HKDC1 inh	Jurkat NFkB inh	SENP8 inh	Apaf-1 inh	UBC13 polyUb
CC1(C(=O)OCC(=O)NNC(=O)COc2ccc(Cl)cc2)CC1(Cl)Cl (configuration not stated)	-6	-3	-12	-2	15	0	-6	4
Cc1ccnc(NC2c3ccccc3C(=O)N2Cc2ccccc2Cl)c1 (configuration not stated)	-34	7	1	-1	-15	-11	19	-5
COc1ccccc1N1C(=NC(=O)C(C)Oc2ccccc2)SC2CS(=O)(=O)CC21 (configuration not stated)	7	2	5	-9	16	-1	-2	-3
CCCCCC(=O)Nc1ccc(N2CCN(S(C)(=O)=O)CC2)cc1	17	4	0	4	-10	0	i	7
COc1cc(CNc2nc3ccccc3[nH]2)cc(OC)c1OC	-1	5	10	-6	-1	-2	-12	-2
CC(C)(C)c1ccc(OCC(O)CN2CCN(c3ccccn3)CC2)cc1 (configuration not stated)	-27	8	13	-2	2	2	11	9
COc1cc(C(=O)Nc2nnc(C)s2)c([N+](=O)[O-])cc1OC	10	-3	-1	-6	18	-1	-19	-1
COCCNC(=O)C1CCCN(S(=O)(=O)c2ccc3c(c2)CC(C)N3C(=O)C2CC2)C1 (configuration not stated)	6	-4	5	11	-5	7	-2	0
CCc1ccc(CNC(=O)CCc2nnc(Cc3cccc(C(F)(F)F)c3)o2)nc1	-11	13	-6	-1	6	-2	4	6
Cc1cccc(S(=O)(=O)Nc2nc3ccccc3nc2NCc2ccc3c(c2)OCO3)c1	-5	1	5	0	1	-8	11	-11
CCC1CCc2c(sc(NC(=O)c3cnccn3)c2C(N)=O)C1 (configuration not stated)	-42	-7	-13	-8	-34	-7	-4	19
O=C(CSc1nnc(-c2ccc(F)cc2)o1)NC1CCCC1	-11	-4	-6	-4	18	3	-7	3
CC(C)Cn1cnc2c1c(=O)n(CC(O)c1ccccc1)c(=O)n2CC(C)C (configuration not stated)	-11	-1	-9	-5	-13	-1	16	-11
Cc1cc(=O)c2cc(NC(=O)c3ccccc3Cl)ccc2[nH]1	23	-2	32	-4	-3	9	-5	-6
CN(CC(=O)Nc1ccc(F)c(F)c1F)C1CCCCC1	18	0	6	-6	2	2	3	10
O=C1CCN(C(=O)Nc2ccccc2Cl)N1	4	-7	-2	0	-7	-5	-9	-9
C=CCn1c(=S)sc2c(=O)[nH]c(C)nc21	5	13	1	1	-10	-2	-1	-14
CCC(C)N(C(=O)CSc1nc(C)c(C)c(C)c1C#N)C1CCS(=O)(=O)C1 (configuration not stated)	7	-8	54	-8	-5	-14	18	-2
Cc1cccc(C)c1NC(=O)Cn1c(=O)n(CCC(=O)NCc2ccco2)c(=O)c2sccc21	10	-1	-4	-12	2	-2	-22	17
COc1cc(NC(=O)CNC(=O)Cn2ccc3ccccc3c2=O)cc(OC)c1OC	11	5	-27	3	-1	3	-1	1
Cc1cc(C)n(-c2ncnc3sc4c(c23)CC(C)CC4)n1 (configuration not stated)	-26	1	2	-5	-15	0	-5	7
COC(=O)Cc1cc(=O)oc2cc(O)ccc12	10	-3	8	-7	1	2	-3	19
COc1cccc(CN2CCCC(C(=O)Nc3ccc(-c4cscn4)cc3)C2)c1 (configuration not stated)	-5	-12	12	0	-1	-13	15	-5
O=C(CCS(=O)(=O)c1ccc2c(c1)NC(=O)CS2)NCc1cccs1	7	7	-11	6	9	0	-1	9
COc1ccccc1C(=O)Nc1nnc(S(=O)(=O)N(C)Cc2ccccc2)s1	9	2	-2	0	-27	6	-2	4

3 compounds already listed, ordered by heavy-atom count, ascending.
SMILES	697 NFkB inh	SENP7 block	Gli-Sufu block	HKDC1 inh	Jurkat NFkB inh	SENP8 inh	Apaf-1 inh	UBC13 polyUb
COc1cc(CNc2nc3ccccc3[nH]2)cc(OC)c1OC	-1	5	10	-6	-1	-2	-12	-2
CCCCCC(=O)Nc1ccc(N2CCN(S(C)(=O)=O)CC2)cc1	17	4	0	4	-10	0	i	7
COc1ccccc1C(=O)Nc1nnc(S(=O)(=O)N(C)Cc2ccccc2)s1	9	2	-2	0	-27	6	-2	4

(further entries)
SMILES	697 NFkB inh	SENP7 block	Gli-Sufu block	HKDC1 inh	Jurkat NFkB inh	SENP8 inh	Apaf-1 inh	UBC13 polyUb
O=C1C=C(c2ccccc2)OC2(CCCC2)O1	5	1	-6	1	3	3	3	-9
CCCc1nc(SCC(=O)NCC2CCCO2)c2c(=O)n(C)c(=O)n(C)c2n1 (configuration not stated)	-30	-5	8	1	2	0	3	-2
Cc1ccc(/C=N/NS(=O)(=O)c2ccccc2)o1	1	4	0	-9	17	1	-9	5
COc1cc(C)ccc1OCCOc1c(C)cc(Cl)cc1Cl	1	-7	-2	5	-10	-9	10	-8
CCC(=O)Nc1ccc(C(=O)CSc2nnc(-c3ccc(O)cc3)n2CC2CCCO2)cc1 (configuration not stated)	4	2	4	-10	10	7	1	-2
Cn1cc([N+](=O)[O-])c(C(=O)NCc2cc3cc(Cl)ccc3[nH]2)n1	21	-4	5	6	10	-2	-5	16
CCC(C)NC(=O)c1cccc(OCc2c(C)noc2C)c1 (configuration not stated)	2	0	-5	-8	10	-1	-4	7
O=C(CSc1nc2ccccc2o1)NCc1ccco1	3	-5	-6	-5	12	1	-8	2
O=C(Nc1ccc(Cn2nnc3ccccc32)cc1)c1ccco1	-24	-4	1	7	-3	-15	6	6
O=C(Nc1cccc2nsnc12)c1ccc(F)cc1	17	30	0	1	-20	-8	1	10
COc1ccc(NC(C)=O)cc1NC(C)C(=O)Nc1ccc(F)c(F)c1F (configuration not stated)	3	2	-70	-9	15	2	-6	0
O=C(O)CCn1c(=O)c2ccccc2c2ccccc2c1=O	18	4	11	-8	11	1	-8	2
CN(Cc1ccc(F)cc1)C(=O)c1cccc(S(=O)(=O)N2CCN(c3ccccc3)CC2)c1	22	1	9	1	13	15	24	10
NC(=O)CCC(C(=O)O)N1C(=O)c2ccc(O)cc2C1=O (configuration not stated)	8	-14	-3	0	-9	-7	0	-12
CCCC(=O)NCCc1ccc(F)cc1	16	4	6	-5	7	-5	-1	0
CCCCCCCCC(=O)N/N=C(\C)c1cccnc1	10	-3	3	1	-4	1	5	7
Brc1ccc(-c2nnc3sc(CNCc4ccc5c(c4)OCO5)cn23)cc1	-13	1	-3	-4	-2	5	12	3
COc1ccc(NC(=S)Nc2ccc(C)c(S(=O)(=O)N3CCCCC3)c2)cc1	-14	3	.	.	9	-4	8	10
CCOC(=O)Cn1nc(NC(=O)COc2ccc(F)cc2)cc1C	9	-1	-2	-8	-13	3	-1	2
CC1(C)C(N(O)C(=O)Nc2ccccc2)N(c2cccc(Cl)c2)C(=O)N1O (configuration not stated)	-42	-7	-4	-2	-8	-3	11	0
COc1ccc(NC(=O)Cc2ccc(Cl)c(Cl)c2)cn1	-5	8	-12	-6	2	-3	-6	3
Cc1cc(C)c2nc(SCC(=O)NC(=O)c3cccn3C)cc(C)c2c1	11	3	4	0	6	-7	16	8
Cc1ccc(NCC(=O)Nc2ccc(Br)cc2)cc1C	-13	-7	-12	2	-17	-1	0	-7
O=C(N/N=C/c1ccco1)c1ccc(OCc2ccccc2)cc1	2	-3	1	1	-4	-5	-14	-2
COc1cc(CCCN2C(=O)C(=O)NC[C@@H]2Cc2ccc(O)cc2)cc(OC)c1OC	10	10	-4	0	-7	-18	-6	-5
Continued.
SMILES	697 NFkB inh	SENP7 block	Gli-Sufu block	HKDC1 inh	Jurkat NFkB inh	SENP8 inh	Apaf-1 inh	UBC13 polyUb
Cc1ccc2c(Cl)c(C(=O)NCCCn3ccnc3)sc2c1	-28	-1	8	7	-12	3	10	2
CN(C)S(=O)(=O)c1cccc(NC(=O)COC(=O)CNC(=O)c2cccc([N+](=O)[O-])c2)c1	27	-2	-1	24	3	2	-21	6
C=C(C)COc1ccc(-c2n[nH]c(C)c2-c2ccc(OC)c(OC)c2)c(O)c1	-13	-1	-7	-6	67*	0	3	18
CCOc1ccc(N=Cc2c(C)[nH]n(-c3nc4ccccc4[nH]3)c2=O)cc1	10	85*	16	17	2	80*	0	-32
CCOC(=O)c1c(CN(C)C)n(C)c2ccc(OC(C)=O)cc12	12	3	-4	-3	7	6	-7	1
COc1cc(C)cc(OC)c1OCC(=O)Nc1cc(C)on1	-35	7	2	-6	-22	6	7	-2
O=C(CSc1nc2ncc(Br)cc2[nH]1)Nc1ccccc1-c1ccccc1	10	20	-11	-1	1	-10	20	-2
CC1(C)CC(=O)C(C(c2cccnc2)C2C(=O)CC(C)(C)CC2=O)C(=O)C1	-3	5	6	-7	-21	-1	1	-5
CN1CCN(S(=O)(=O)c2ccc(Oc3cccc(C(F)(F)F)c3)nc2)CC1	6	0	-1	-4	11	5	1	6
S=C(NCc1ccc(Cl)cc1)NN1CCOCC1	15	-8	0	-8	-4	5	-10	6
COc1ccc(NC2(c3ccccc3)OC(=O)c3ccccc32)cc1 (configuration not stated)	20	2	-3	-6	2	8	-4	0
Cc1ccc(NC(=O)NC2CCCc3ccccc32)cc1 (configuration not stated)	-19	5	-16	-4	9	-10	12	3
CN(CC(=O)Nc1ccc(Cl)c(Cl)c1)Cc1nnc(-c2ccc(F)cc2)o1	8	-5	-25	-1	7	-12	15	-12
O=C(Nc1nc2ccc(C(=O)N3CCCCC3)cc2s1)C1CCCCC1	-72	7	-28	0	60*	2	15	-10
O=C(NC1CCN(Cc2ccc(Cl)cc2)CC1)c1cn(-c2ccccc2)nc1-c1cccnc1	12	5	16	-3	19	1	15	18
Cc1cc(C)c(NC(=O)Cn2c(=O)n(-c3ccc(CC(=O)NCC4CCCO4)cc3)c(=O)c3ccccc32)c(C)c1 (configuration not stated)	5	4	10	-6	5	5	-10	3
CCn1c(SCC(=O)NCCc2ccc(OC)c(OC)c2)nc2c1c(=O)n(C)c(=O)n2C	3	2	13	1	4	-3	-6	1
COc1ccc(-c2noc(CN(C(=O)C(C)(C)C)C(C)C)n2)cc1	-53	-4	-58	-3	-37	-7	-31	-11
CNC(=O)c1ccc2nc(NC(C)=O)sc2c1	-37	1	-32	-6	-51	-7	-8	1
CCS(=O)(=O)N1CCN(S(=O)(=O)c2ccc(S(=O)(=O)NC3CC3)cc2)CC1	21	-9	-19	-2	16	2	-1	-5
CCN(CC)S(=O)(=O)c1ccc(C(=O)NCC(c2cccs2)N2CCOCC2)cc1 (configuration not stated)	7	-6	-10	3	7	-12	-9	-7
Cc1ccccc1-c1nc(CS(=O)(=O)CC(=O)NC2CCCCC2C)c(C)o1 (configuration not stated)	-37	7	-17	1	1	-5	17	-4
Cc1ccc(-c2nn(-c3ccccc3)cc2CO)cc1	-43	6	-43	1	-52	0	10	2
Cc1cccc(OCC(=O)NC(=S)Nc2ccc(S(=O)(=O)NC3CCCCC3)cc2)c1	-12	1	10	7	17	-6	16	-2
CCc1ccccc1N(CC(=O)NCCSCc1ccco1)S(C)(=O)=O	19	-7	1	-4	-3	6	-17	3
Cn1c(=O)c2ccccc2n(CC(=O)NCCC2=CCCCC2)c1=O	-11	-7	0	5	-1	-6	-6	-1

Filtered by structure, the entries above containing fluorine (10)
SMILES	697 NFkB inh	SENP7 block	Gli-Sufu block	HKDC1 inh	Jurkat NFkB inh	SENP8 inh	Apaf-1 inh	UBC13 polyUb
CCc1ccc(CNC(=O)CCc2nnc(Cc3cccc(C(F)(F)F)c3)o2)nc1	-11	13	-6	-1	6	-2	4	6
O=C(CSc1nnc(-c2ccc(F)cc2)o1)NC1CCCC1	-11	-4	-6	-4	18	3	-7	3
CN(CC(=O)Nc1ccc(F)c(F)c1F)C1CCCCC1	18	0	6	-6	2	2	3	10
O=C(Nc1cccc2nsnc12)c1ccc(F)cc1	17	30	0	1	-20	-8	1	10
COc1ccc(NC(C)=O)cc1NC(C)C(=O)Nc1ccc(F)c(F)c1F (configuration not stated)	3	2	-70	-9	15	2	-6	0
CN(Cc1ccc(F)cc1)C(=O)c1cccc(S(=O)(=O)N2CCN(c3ccccc3)CC2)c1	22	1	9	1	13	15	24	10
CCCC(=O)NCCc1ccc(F)cc1	16	4	6	-5	7	-5	-1	0
CCOC(=O)Cn1nc(NC(=O)COc2ccc(F)cc2)cc1C	9	-1	-2	-8	-13	3	-1	2
CN1CCN(S(=O)(=O)c2ccc(Oc3cccc(C(F)(F)F)c3)nc2)CC1	6	0	-1	-4	11	5	1	6
CN(CC(=O)Nc1ccc(Cl)c(Cl)c1)Cc1nnc(-c2ccc(F)cc2)o1	8	-5	-25	-1	7	-12	15	-12
